High-throughput results as filed in PubChem BioAssay.
Tb PFK inh = blocks T. brucei phosphofructokinase; O15648; T. brucei PFK, ADP-Glo luminescence; Potency, µM (series often up to 57.5 µM), without a hit: at the highest dose activity, negative = inhibition, most hits filed as inhibitors; 0.17% of 330,000 active;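 further: potency means the concentration at half of the fitted maximal effect; 0% = uninhibited 1x PFK enzyme wells and -100% = no-enzyme wells; nearly all actives have a fitted effect of over 60% in size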
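Luminescent ADP detection (ADP-Glo, two-step: ATP depletion then ADP-to-ATP conversion for luciferase) reported PFK activity after 45 min room-temperature reaction of 1.25 nM enzyme with 0.5 mM F6P and 0.1 mM ATP at pH 8.0.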
Eya2 inh = Eya2 (human) phosphatase inhibition. O00167. 0.006% of 330,000 active. Potency, µM (titrated, usually from 76.9 µM), inactives show top-dose activity, negative = inhibition, actives largely listed as inhibitors. recombinant Eya2, OMFP fluorescence dephosphorylation (OMFP is methylfluorescein phosphate); further: potency means the concentration at half of the fitted maximal effect; on the % scale 0 is the no-effect control and ±100 the full control effect
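Eya2 (0.2 uM) preincubated 10 min at ambient with compound, then OMFP substrate added at 50 uM; 10 min reaction in 50 mM HEPES pH 7.5, 50 mM NaCl, 5 uM MgCl2, 0.05% BSA, 1 mM DTT. Fluorescence read at Ex 485/Em 525 nm.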
USP2a inh = USP2a (human) protease inhibition. O75604. USP2 core, Ub-CHOP2 coupled fluorogenic reporter, 485/531. Potency, µM (series often up to 38.3 µM), inactives show at the top dose activity change, negative = inhibition, most hits filed as inhibitors. 0.01% of 330,000 active. AID 463254;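 further: potency means the concentration at half of the fitted maximal effect; plate controls were DMSO wells for no effect and full inhibition by NEM control for full effect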
Target sequence (O75604 whole entry, looked up): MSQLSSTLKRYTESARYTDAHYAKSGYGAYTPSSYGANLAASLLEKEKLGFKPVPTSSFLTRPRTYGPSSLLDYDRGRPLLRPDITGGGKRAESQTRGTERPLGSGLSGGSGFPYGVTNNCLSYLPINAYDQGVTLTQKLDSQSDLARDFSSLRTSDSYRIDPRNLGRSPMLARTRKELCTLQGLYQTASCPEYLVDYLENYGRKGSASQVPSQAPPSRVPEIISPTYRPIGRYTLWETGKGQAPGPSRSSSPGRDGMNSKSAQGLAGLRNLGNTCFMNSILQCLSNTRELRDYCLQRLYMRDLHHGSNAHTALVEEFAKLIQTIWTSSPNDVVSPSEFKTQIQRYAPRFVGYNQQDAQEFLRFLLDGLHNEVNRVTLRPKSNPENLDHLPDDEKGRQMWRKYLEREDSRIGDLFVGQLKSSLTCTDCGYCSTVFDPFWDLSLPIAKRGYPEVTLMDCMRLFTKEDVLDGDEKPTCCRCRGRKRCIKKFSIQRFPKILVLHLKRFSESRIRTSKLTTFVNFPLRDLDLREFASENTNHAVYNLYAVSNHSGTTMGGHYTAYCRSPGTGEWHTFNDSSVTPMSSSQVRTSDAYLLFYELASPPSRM
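Deubiquitinase activity read as fluorescence (485/531 nm) after Ub-CHOP2 cleavage activates the enterokinase reporter on its substrate; USP2 core 10nM, Ub-CHOP2 and substrate 25nM each, 30min compound preincubation then 60min RT; data normalized to NEM, curves fitted.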
TCR activator = activates T cell receptor signaling; primary human leukocytes, anti-CD3, IL-2 HTRF, 48 h; Potency, µM (series often up to 9.22 µM), for inactives: at the top dose activation of IL-2 secretion, actives largely listed as activators; 330,000 tested, under 10 active; AID 504894; further: % of control where 0% means no effect
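HTRF read-out of IL-2 secretion: europium cryptate donor excited at 320nm, d2 acceptor emission at 665nm. Cells were primary human leukocytes incubated 48 hr with compounds and a-CD3 beads, supplying TCR signal only.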
B2AR arrestin = beta2AR (human) beta-arrestin recruitment activity; P07550; beta-arrestin recruitment to beta2AR, cell-based reporter; Potency, µM (highest dose often 46.1 µM), inactives show at the highest dose activation, most hits filed as activators; 0.02% of 330,000 active;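 further: potency means the concentration at half of the fitted maximal effect; 0% = DMSO controls and full agonism = EC100 isoproterenol or metaproterenol; nearly all actives have a fitted effect of over 65% in size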
TSHR antagonist = human thyrotropin receptor antagonism; TSHR-expressing cells, TSH-stimulated cAMP HTRF, 2 h; active compounds read low; 0.2% of 330,000 active; AID 504810; activity change, negative = inhibition, % at 11.5 µM; P16473;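 active means activity change below a set negative limit, meaning inhibition stronger than a set level, cut at about -70% in these data; inconclusive means activity change between two set negative limits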; further: on the % scale 0 is the no-effect control and ±100 the full control effect
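Cell-based HTRF cAMP assay; TSHR cells + compound, TSH EC80 (4nM final), 2 h, 37 deg C. Lysis with anti-cAMP cryptate and cAMP-d2, 30 min RT, read 665/620 nm.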
ELG1 repair inh = ELG1-dependent DNA repair inhibition. HEK293T ELG1-luciferase reporter, luminescence, 16 h; DNA damage induced by 5-fluorouridine. Potency, µM (highest dose often 46.1 µM), for inactives: top-dose activity change, negative = inhibition, hits mostly inhibitors. 2.3% of 330,000 active; further: potency means the concentration at half of the fitted maximal effect; on the % scale 0 is the no-effect control and ±100 the full control effect; nearly all actives have a fitted effect of over 55% in size
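Quantitative HTS, concentration-response format. 2,000 cells/well co-treated with 5-fluorouridine and compound, 16 hr in 5% CO2 at 37 °C; ONE-Glo luminescence read after 30 min.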
uPA surface inh = blocks generation of uPA at the cell surface; 0.31% of 330,000 active; Potency, µM (top dose mostly 38.3 µM), for inactives: top-dose activity change, negative = inhibition, usual class: inhibitors; AID 540303; cell surface uPA generation assay, qHTS; active means well fitted inhibition curve with a large enough effect; inconclusive means small, poorly fitted or top-dose-only effect; inactive means no such curve, though single readings can be large or run the other way; tested in mouse RAW 264.7 cells; further: potency means the concentration at half of the fitted maximal effect; on the % scale 0 is the no-effect control and ±100 the full control effect; nearly all actives have a fitted effect of over 55% in size
Mito fusion act = blocks mitochondrial division or promotes mitochondrial fusion; S. cerevisiae fusion-defective mutant growth rescue, CellTiterGlo 48 h; 0.23% of 320,000 active; Potency, µM (highest dose often 46.1 µM), without a hit: at the highest dose growth rescue (activation), hits mostly activators;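 further: potency means the concentration at half of the fitted maximal effect; % of control where 0% means no effect; nearly all actives have a fitted effect of over 45% in size; temperature-sensitive fusion mutants such as fzo1-1 at 37 °C on non-fermentable ethanol glycerol medium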
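Growth-rescue viability read-out: after 48 h at the non-permissive 37C in glycerol/ethanol YPEG, yeast mitochondrial fusion mutants are measured by CellTiterGlo luminescence; compounds (23 nl pinned per well) restoring growth score as division inhibitors or fusion activators.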
TSG101-PTAP inh = blocks PTAP/TSG101 interaction to inhibit HIV-1 budding | Q99816 | Fluorescence polarization, FITC-PTAP peptide / Tsg101 binding | Potency, µM (doses to about 115 µM), inactives show at the top dose activity change, negative = inhibition, hits mostly inhibitors | 340,000 tested, under 10 active; active means well fitted inhibition curve with a large enough effect in the main read-out, with a control signal flat, not every such curve was filed as active; inconclusive means small, poorly fitted or top-dose-only effect, or effect the other way, or a change in a side signal; inactive means no such curve, though single readings can be large or run the other way; further: potency means the concentration at half of the fitted maximal effect; % of control where 0% means no effect
Target sequence (Q99816 whole entry, looked up): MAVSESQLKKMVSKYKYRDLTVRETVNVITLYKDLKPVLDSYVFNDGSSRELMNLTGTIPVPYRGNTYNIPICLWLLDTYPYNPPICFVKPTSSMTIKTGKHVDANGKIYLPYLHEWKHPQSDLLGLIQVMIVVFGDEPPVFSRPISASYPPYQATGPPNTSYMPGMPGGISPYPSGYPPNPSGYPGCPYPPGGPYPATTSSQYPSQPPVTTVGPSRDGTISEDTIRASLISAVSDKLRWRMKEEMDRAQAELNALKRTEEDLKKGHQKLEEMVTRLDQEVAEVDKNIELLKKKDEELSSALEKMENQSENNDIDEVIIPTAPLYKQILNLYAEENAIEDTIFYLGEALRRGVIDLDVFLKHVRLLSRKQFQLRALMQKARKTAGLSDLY
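FP read-out: FITC-PTAP peptide, 50 nM final, binding Tsg101 binding domain, 10 uM final; 20 min, r.t.; 10 mM HEPES pH 7.5, 0.15 M NaCl, 0.01% Tween 20, 3 mM EDTA, 0.1 mM TCEP.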
Chronic BCR inh = blocks chronic active B-cell receptor signaling | ABC-DLBCL IkBa-CBG/CBR reporter, luminescence ratio, 4 h | Potency, µM (doses to about 46.1 µM), without a hit: at the highest dose ratio change, negative = lower green/red ratio, usual class: inhibitors | 0.05% of 340,000 active | AID 493014; active means well fitted inhibition curve with a large enough effect in the signal ratio, with a control signal flat, not every such curve was filed as active; inconclusive means small, poorly fitted or top-dose-only effect, or effect the other way, or a change in a side signal; the % refers to the signal ratio;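 further: potency means the concentration at half of the fitted maximal effect; plate controls were basal doxycycline-induced cells for no effect and cells given 10 µM MG132 for full effect; MG132 reads +100%, hits lower the ratio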
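TMD8 human ABC-DLBCL cells with doxycycline-inducible IκBα–green luciferase fusion and unfused red luciferase, in 0.5% FBS medium; compounds up to 46 uM, 4 h at 37C. Green/red luminescence ratio, filter-overlap corrected, fitted to concentration-response curves.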
* = called active by the depositor; u = inconclusive; x = no result given; [ ] = remark or other dose. Unless noted, the call rests on the fitted dose curve; in most records, active means well fitted curve in the direction sought with a large enough effect; inconclusive means small, poorly fitted or top-dose-only effect, or another doubt; inactive means no such curve, though single readings can be large; an effect the other way counts as inactive or inconclusive.

nr | SMILES | TSG101-PTAP inh | TSHR antagonist | Eya2 inh | Tb PFK inh | USP2a inh | ELG1 repair inh
1 | COc1ccc(C(=O)OCC(=O)NC2CC2)cc1S(=O)(=O)Nc1ccc(C)cc1 | 2% | -24 | 5% | -4% | 2% | 19%
2 | CSc1ccc(C(=O)C2CCCN(C(=O)c3nonc3C)C2)cc1 (configuration not stated) | -1% | 11 | -6% | -19% | -4% | u
3 | COc1ccccc1C(=O)NCCC(=O)NCC(c1ccccc1)N(C)C (configuration not stated) | 3% | 12 | 0% | 2% | 3% | 20%
4 | CC(OC(=O)c1c2c(nc3ccccc13)/C(=C\c1ccc3c(c1)OCO3)CCC2)C(=O)Nc1ccc(S(N)(=O)=O)cc1 (configuration not stated) | u | -3 | 2% | 0% | -1% | u
5 | O=c1[nH]cnc2c([N+](=O)[O-])cccc12 | -8% | 0 | 0% | 1% | -1% | 5%
6 | O=C(Cn1cc(C(=O)c2ccco2)c2ccccc21)NC1CCCCC1 | 0% | -11 | 16% | -9% | -2% | 10%
7 | Fc1ccc(-n2nnc(-c3ccnc4ccccc34)n2)cc1 | -1% | -14 | u | 6% | 0% | u
8 | Cc1nc(CNS(=O)(=O)c2cc(C)c(C)cc2C)cs1 | -3% | -20 | -5% | -4% | 2% | 0%
9 | N#Cc1c(N)n(CCNC(=O)c2cccs2)c2nc3ccccc3nc12 | 10% | -13 | 16% | 1% | 5% | -10%
10 | COc1ccc(CC(=O)OCC(=O)N(CC(C)C)c2c(N)n(Cc3ccccc3)c(=O)[nH]c2=O)cc1 | 0% | x | -5% | -1% | -1% | 0%
11 | CCCn1c(SC(C(=O)Nc2cccc(OC)c2)c2ccccc2)nc2ccccc2c1=O (configuration not stated) | 1% | 28 | -9% | -2% | 0% | -8%
12 | O=C(c1cccs1)N(Cc1ccccn1)Cc1ccco1 | -10% | 15 | -9% | -1% | 0% | 1%
13 | COc1ccc(-c2noc(CCCC(=O)NCC3CCCO3)n2)cc1 (configuration not stated) | 0% | -13 | 13% | -3% | 2% | 1%
14 | CCCCCC(=O)Nc1cccc(C2=NOC3(C2)C[C@@H](C(N)=O)N(C(=O)c2ccc(Cl)cc2)C3)c1 (some centres not stated) | -7% | -2 | -9% | -7% | 4% | u
15 | O=C(NCCCN1CCOCC1)c1cc(-c2ccc(Br)cc2)on1 | 0% | 13 | -6% | 2% | 2% | u

nr | TCR activator | Mito fusion act | B2AR arrestin | uPA surface inh | Chronic BCR inh
1 | -3% | 1% | 0.1% | 9% | 1%
2 | -4% | 1% | -0.6% | 10% | u
3 | -4% | -3% | 0.1% | 1% | -5%
4 | 4% | 13% | 1.9% | -3% | 7%
5 | -4% | -1% | -0.2% | 8% | 12%
6 | 1% | 0% | 0.0% | 4% | -4%
7 | -2% | -2% | -0.1% | -8% | u
8 | 1% | -3% | -0.3% | 5% | u
9 | 0% | 0% | 0.2% | 5% | u
10 | -2% | 4% | 0.1% | 5% | 0%
11 | -3%[46.1 µM] | -10% | -0.1% | 3% | 0%
12 | 2% | -2% | 0.1% | x | -1%
13 | -9% | -5% | 0.0% | 1% | 15%
14 | 0% | 5% | 0.3% | 3% | -9%
15 | 3% | 0% | 0.0% | x | 4%

Looked up above.
Entry of #11 in TCR activator: -3%[46.1 µM]
Entry of #5 in TSHR antagonist: 0

Another view of part of the listing above.
Values run as follows: TSG101-PTAP inh, TSHR antagonist, Eya2 inh, Tb PFK inh, USP2a inh, ELG1 repair inh, TCR activator, Mito fusion act, B2AR arrestin, uPA surface inh, Chronic BCR inh
1	COc1ccc(C(=O)OCC(=O)NC2CC2)cc1S(=O)(=O)Nc1ccc(C)cc1
    2%, -24, 5%, -4%, 2%, 19%, -3%, 1%, 0.1%, 9%, 1%
2	CSc1ccc(C(=O)C2CCCN(C(=O)c3nonc3C)C2)cc1 (configuration not stated)
    -1%, 11, -6%, -19%, -4%, u, -4%, 1%, -0.6%, 10%, u

Further compounds follow:
nr | SMILES | TSG101-PTAP inh | TSHR antagonist | Eya2 inh | Tb PFK inh | USP2a inh | ELG1 repair inh
16 | CCOC(=O)c1c(-c2ccccc2)oc2ccc(OCC(N)=O)cc12 | -3% | -14 | 2% | 0% | -1% | -16%
17 | COc1ccccc1-c1nnc(SCC(=O)NCc2cccs2)n1N | 2% | 3 | 3% | -4% | 3% | 6%
18 | COC(=O)[C@@]1(Cc2ccccc2)[C@H]2C(=O)N(C)C(=O)[C@H]2[C@H]2CN=C(SCC(=O)c3ccccc3)N21 | 1% | -6 | 7% | 0% | 2% | 12%
19 | COc1ccc(/C=C/C(=O)O)cc1S(=O)(=O)NC1CCS(=O)(=O)C1 (configuration not stated) | -3% | -3 | -12% | -3% | 3% | 10%
20 | CCOCCCNC(=O)c1cc2c(=O)n3ccccc3nc2s1 | 0% | -6 | -5% | -7% | 0% | u
21 | O=C(COc1ccccc1)N=C1SC2CS(=O)(=O)CC2N1c1ccccc1F (configuration not stated) | -10% | 7 | 8% | -10% | 1% | 28%
22 | CC(=O)NC(CC(=O)NNC(=O)COc1c(C)cccc1C)c1ccccc1 (configuration not stated) | 0% | -4 | 5% | 5% | 4% | 4%
23 | Cc1cccc(NC(=S)NCCc2c[nH]c3ccccc23)c1 | 1% | 2 | -6% | -5% | 0% | -3%
24 | O=C(c1cnn(-c2nc3ccccc3s2)c1)c1ccccc1O | -5% | -14 | -4% | 4% | 1% | u
25 | CNC(=S)N/N=C/c1ccc(-c2ccc(C(=O)O)cc2)o1 | -4% | 3 | 14% | -15% | 3% | u
26 | COC(=O)C1=C(C)N(c2ccc(C(=O)OC)cc2)C(=O)C1 | -5% | 3 | 23% | -2% | -1% | -5%
27 | COc1ccc(C[C@H]2CN3C(=NC[C@@H]3Cc3ccc(O)cc3)N2CCNC(=O)c2ccc(C)c(Br)c2)cc1 | -5% | 1 | -1% | 0% | 1% | -8%
28 | CC(OC(=O)c1cccc(NS(C)(=O)=O)c1)C(=O)Nc1ccc(N2CCOCC2)cc1 (configuration not stated) | -3% | 3 | -12% | 1% | 0% | 0%
29 | CCOCCOC(=O)COc1ccc2c(=O)c(Oc3ccc(OC)cc3)coc2c1 | 0% | -1 | 0% | 0% | 0% | 1%
30 | Cc1cccc(OCc2n(CC(=O)OC3CC(C)CCC3C(C)C)c3ccccc3[n+]2C)c1 (configuration not stated) | 0% | 0 | -3% | -2% | -2% | u
31 | O=C(Nc1ccc(Cl)cc1)N(Cc1nc2ccccc2c(=O)[nH]1)Cc1cccs1 | -1% | -19 | -5% | 9% | -7% | 18µM*
32 | COc1ccc2cc(C#N)c(SCC(=O)N3CCCC3)nc2c1 | -7% | 1 | -3% | 4% | -2% | 6%
33 | Cc1cccc(C)c1NC(=O)CCN1C(=O)C2C3CCC(C3)C2C1=O (configuration not stated) | -6% | 4 | 19% | 3% | 2% | -1%

nr | TCR activator | Mito fusion act | B2AR arrestin | uPA surface inh | Chronic BCR inh
16 | -4% | 3% | 2.5% | 15% | 6%
17 | x | -3% | -0.7% | 4% | -7%
18 | 4%[46.1 µM] | x | -0.4% | u | -1%
19 | -6% | 9% | 0.0% | 3% | u
20 | 2% | -6% | 0.1% | -5% | -1%
21 | -10% | 0% | -0.1% | 0% | 3%
22 | 0% | x | -0.8% | 3% | 0%
23 | -2%[46.1 µM] | -13% | 0.8% | -1% | 3%
24 | -5% | 0% | -0.3% | -2% | -4%
25 | -5% | -13% | 0.1% | -7% | u
26 | -6% | 5% | 0.0% | 1% | 5%
27 | 1% | 1% | 0.1% | -15% | u
28 | 8% | 3% | -0.1% | 10% | -10%
29 | 0% | -33% | 0.3% | 9% | -2%
30 | 9% | -6% | -0.8% | -17% | u
31 | -1%[46.1 µM] | 27% | 0.4% | 8% | u
32 | 1% | -1% | -0.8% | -5% | 2%
33 | -2% | -3% | -0.3% | -6% | -6%
